TexasRed fluor: Texas Red fluorescence interference in TRb-SRC2 counter-screen. AID 1479. hit rate 0.29% among 280,000. TRb/SRC2 Texas Red total fluorescence interference. Potency, µM (series often up to 106 µM), for inactives: at the top dose fluorescence change, negative = quenching; active = well fitted curve in either direction with a large enough effect; inconclusive = small, poorly fitted or top-dose-only effect
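Human TRβ ligand-binding domain (0.6 uM) and Texas Red SRC2 peptide (20 nM) in Tris buffer with 1 uM T3 and 5% DMSO were incubated with pinned compound for 5 hr at ambient temperature. Total fluorescence was computed as S + 2P (555/632 nm).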
RGS12 GoLoco inh: RGS12 GoLoco-Gai1 interaction inhibition. Gai1:RGS12 GoLoco peptide FP, rhodamine, 10 min. Potency, µM (series often up to 61.6 µM), for the others: top-dose activity, negative = inhibition, usual class: inhibitors. hit rate 0.44% among 230,000; active = well fitted inhibition curve with a large enough effect, not every such curve was filed as active; inactive = no such curve, though single readings can be large or run the other way; note: nearly all actives have a fitted effect of over 30% in size; many of its hits are not listed in these tables
KDM4E inh: blocks human JMJD2E demethylase activity | B2RXH2 | JMJD2E catalytic domain, FDH-coupled NADH fluorescence (FDH is formaldehyde dehydrogenase) | Potency, µM (highest dose often 57.1 µM), for the others: top-dose activity change, negative = inhibition, most hits filed as inhibitors | hit rate 1.6% among 230,000 | AID 2147; active = well fitted inhibition curve with a large enough effect, not every such curve was filed as active; inconclusive = small, poorly fitted or top-dose-only effect, or another doubt; inactive = no such curve, though single readings can be large or run the other way;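 note: 0% = wells with enzyme and -100% = buffer wells without enzyme; nearly all actives have a fitted effect of over 50% in size; many of its hits are not listed in these tables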
RECQ1 inh: inhibitors of human RECQ1 DNA helicase. RECQ1 DNA unwinding, red fluorescence kinetic read. Potency, µM (titrated, usually from 57.3 µM), without a hit: at the highest dose activity, negative = inhibition, hits mostly inhibitors. hit rate 0.54% among 240,000;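 note: plate controls were vehicle for no effect and no enzyme for full effect; nearly all actives have a fitted effect of over 30% in size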
Target sequence (P46063 whole entry, looked up): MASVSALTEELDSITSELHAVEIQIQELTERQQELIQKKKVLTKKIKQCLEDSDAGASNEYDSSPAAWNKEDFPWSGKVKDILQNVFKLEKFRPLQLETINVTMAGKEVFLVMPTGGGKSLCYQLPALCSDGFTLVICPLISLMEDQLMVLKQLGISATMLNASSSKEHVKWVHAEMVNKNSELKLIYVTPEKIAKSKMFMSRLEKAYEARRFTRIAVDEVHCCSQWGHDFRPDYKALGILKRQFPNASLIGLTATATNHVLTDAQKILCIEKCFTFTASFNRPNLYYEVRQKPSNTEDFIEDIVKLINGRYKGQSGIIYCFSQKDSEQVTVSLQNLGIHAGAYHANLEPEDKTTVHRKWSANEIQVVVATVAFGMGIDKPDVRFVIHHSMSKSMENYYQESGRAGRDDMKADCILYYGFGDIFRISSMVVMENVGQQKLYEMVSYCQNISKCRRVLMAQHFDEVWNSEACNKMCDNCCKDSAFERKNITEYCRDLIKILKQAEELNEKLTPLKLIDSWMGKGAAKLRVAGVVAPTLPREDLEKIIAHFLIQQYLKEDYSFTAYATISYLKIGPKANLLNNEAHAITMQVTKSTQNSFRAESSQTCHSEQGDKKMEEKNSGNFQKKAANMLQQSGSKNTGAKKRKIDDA
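RECQ1T1 50 nM; forked duplex (20 bp + 30-nt ss tails) 200 nM, ATP 2 mM final; pH 8.0, 2 mM MgCl2, 2.5 ug/ml poly(dI-dC); 15 min compound preincubation; discontinuous kinetic read over 2 h at RT.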
L3MBTL1 block: blocks human L3MBTL1; Q9Y468; AlphaScreen L3MBTL1–H3K9me1 peptide binding; Potency, µM (titrated, usually from 57.1 µM), without a hit: at the top dose activity, negative = inhibition, most hits filed as inhibitors; hit rate 0.66% among 230,000; AID 485360; note: nearly all actives have a fitted effect of over 60% in size
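AlphaScreen assay: L3MBTL1 (50 nM final) was preincubated 30 min at room temperature with biotinylated H3(1-15)K9me1 peptide (75 nM final), then 30 min with library compounds; streptavidin donor and nickel chelate acceptor beads (10 ug/mL final) added, 30 min dark.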
TRb SRC2 PPI: disrupts binding of human TR beta to SRC2; P10828; TRbeta-SRC2 peptide binding, fluorescence polarization; receptor liganded with 1 µM T3; Potency, µM (series often up to 106 µM), for the others: at the top dose activity change, negative = inhibition, hits mostly inhibitors; hit rate 0.065% among 280,000; AID 1469;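 note: plate controls were bound peptide for no effect and peptide without receptor for full effect; nearly all actives have a fitted effect of over 50% in size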
Target sequence (P10828 whole entry, looked up): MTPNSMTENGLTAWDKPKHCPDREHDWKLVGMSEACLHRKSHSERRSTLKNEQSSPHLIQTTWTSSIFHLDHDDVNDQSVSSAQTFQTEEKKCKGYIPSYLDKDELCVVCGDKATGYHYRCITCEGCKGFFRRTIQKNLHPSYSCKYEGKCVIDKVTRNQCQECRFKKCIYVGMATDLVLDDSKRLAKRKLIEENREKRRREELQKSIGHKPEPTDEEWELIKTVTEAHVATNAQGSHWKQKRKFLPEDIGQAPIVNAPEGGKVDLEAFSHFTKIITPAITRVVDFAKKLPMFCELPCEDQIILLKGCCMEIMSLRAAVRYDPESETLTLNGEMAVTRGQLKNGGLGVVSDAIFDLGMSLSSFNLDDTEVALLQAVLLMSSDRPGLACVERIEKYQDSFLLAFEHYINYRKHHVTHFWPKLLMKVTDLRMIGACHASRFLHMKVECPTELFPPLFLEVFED
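Quantitative HTS by FP: 0.6 uM TRb LBD, 20 nM labeled SRC2 20-mer, 1 uM T3, 5% DMSO; 5 hr ambient incubation; % activity per concentration and potencies from concentration series.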
Tau fibril ThT: tau fibrillization inhibition (ThT binding); AID 1460; hit rate 2.1% among 270,000; P10636; Potency, µM (highest dose often 57.4 µM), for the others: at the highest dose activity, negative = inhibition, usual class: inhibitors; recombinant tau K18 P301L (four-repeat tau fragment), heparin-induced fibrillization, ThT fluorescence; note: nearly all actives have a fitted effect of over 55% in size
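Tau K18 P301L fragment (15 uM unlabeled plus 0.24 uM Alexa 594-labeled) in 100 mM sodium acetate pH 7 with compound, fibrillization induced by 20 uM heparin for 6 hr at 37 C. Thioflavin T (30 uM) added, fluorescence read after 1 hr (ex 450, em 510 nm).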
Tau fibril FP: tau fibrillization inhibition (FP); hit rate 0.39% among 280,000; K18 P301L tau heparin fibrillization, Alexa594 FP, 6 h; P10636; AID 1468; Potency, µM (series often up to 57.7 µM), without a hit: at the highest dose activity, negative = inhibition, usual class: inhibitors; note: nearly all actives have a fitted effect of over 55% in size
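Human K18 P301L fragment (15 uM unlabeled plus 0.24 uM Alexa 594-labeled) in 100 mM sodium acetate pH 7 with compound, aggregation induced by 20 uM heparin for 6 hr at 37 C. ThT (30 uM) added for 1 hr, then Alexa 594 FP read.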
Starred values were filed as active, the others as inactive; i = inactive; ? = inconclusive; . = not tested or not shown; & = joins results of further samples; [ ] = dose if it differs, or a comment. Unless noted, calls come from the whole dose curve; as a rule, active = well fitted curve in the direction sought with a large enough effect; inconclusive = small, poorly fitted or top-dose-only effect, or another doubt; inactive = no such curve, though single readings can be large; an effect the other way counts as inactive or inconclusive. Unless noted, % is set by controls: 0 for no effect and ±100 for the full control effect; potency is the fitted concentration of half-maximal effect. Some of the compounds tested (hit frequency here may not be typical).

SMILES	TexasRed fluor	RGS12 GoLoco inh	KDM4E inh	RECQ1 inh	L3MBTL1 block	TRb SRC2 PPI	Tau fibril ThT	Tau fibril FP
CCOC(=O)c1sc(NC(=O)CSc2nc(C)cc(C)c2C#N)c(C#N)c1C	1%	9%	-1%	-5%	0%	-14%	-17%	11%
CCOc1ncccc1C(=O)Nc1ccc(Cl)cc1	0%	-7%	6%	-2%	18%	-1%	-13%	-3%
O=c1c2[nH]c3ccc(Br)cc3c2ncn1CCCn1ccnc1	-1%	-5%	5%	-3%	-14%	6%	15%	-1%
CCOc1ccccc1Nc1nnc(C)c(=O)[nH]1	-3%	.	-24%	i	1%	2%	-9%	-2%
Oc1cc2c(cc1C(c1ccc(Br)cc1)N1CCCC1)OCO2 (stereo unspecified)	-5%	23%	?	i	?	10%	22µM*	-10%
CSCCC1NC2(C(=O)Nc3ccc(Cl)cc32)[C@@H]2C(=O)N(C3CCCC3)C(=O)[C@H]12 (stereo partly specified)	-1%	9%	-14%	-17%	-21%	-1%	-15%	-9%
COc1cc(C(=O)N2CCC(n3cnc4cc(F)ccc43)CC2)cc(OC)c1OC	-4%	-30%	1%	-10%	.	0%	7%	5%
COc1c(O)c(O)cc2c1oc1c3cc(C)ccc3oc(=O)c21	?	-17%	20µM*	8.9µM*	.	10%	8.9µM*	?
CC(C)(C)C(=O)OCc1nc(-c2ccc(F)cc2)cs1	-2%	-3%	1%	-13%	48%[activator]	-2%	0%	9%
CCOc1ccc2nc(N3CCCC(C(=O)NCCc4ccc(Cl)cc4)C3)sc2c1 (stereo unspecified)	-34%	.	.	.	.	0%	?	6%
C=CCNc1nc(N)c(C(=C(C#N)C#N)c2ccc(Br)cc2)s1	0%	11%	?	-22%	23%	1%	1%	6%
COc1cnc(-c2ccccc2)[nH]c1=O	-1%	-5%	5%	?	12%	0%	-3%	-3%
COc1ccc(CC(=O)OC(C)CN2CCCCC2)cc1 (stereo unspecified)	-1%[53 µM]	17%	8%	i	-1%	8%[53 µM]	-5%	6%
CC(NCc1ccccc1)c1ccccc1O (stereo unspecified)	-1%	3%	14%	-13%	6%	5%	4%	-3%
CCCCCNc1nc(NCCCO)c(C#N)c2c1CN(C)CC2	-6%	3%	?	-4%	.	-2%	-12%	-1%
On1cnnc1-c1ccccc1	-4%	-8%	-6%	-4%	45%[activator]	-8%	12%	4%
COc1cccc(CNC(=O)CSC2=Nc3ccccc3C3=NC(C(C)C)C(=O)N23)c1 (stereo unspecified)	-2%	.	.	.	.	-8%	-1%	-1%
Cc1cccc(NC(=S)N2CCn3cccc3C2c2cccnc2)c1 (stereo unspecified)	2%	13%	-27%	i	-8%	10%	-11%	-3%
N#Cc1c(-c2ccccc2F)cc(C2CC2)nc1SCC(=O)c1cccs1	2%	11%	-19%	-16%	5%	-10%	4%	-22%
CCCOC(=O)C(C)n1nnc2sc(-c3ccccc3)cc2c1=O (stereo unspecified)	0%	.	.	.	.	1%	-17%	5%

Continued (2 carried over from the part before).
SMILES	TexasRed fluor	RGS12 GoLoco inh	KDM4E inh	RECQ1 inh	L3MBTL1 block	TRb SRC2 PPI	Tau fibril ThT	Tau fibril FP
N#Cc1c(-c2ccccc2F)cc(C2CC2)nc1SCC(=O)c1cccs1	2%	11%	-19%	-16%	5%	-10%	4%	-22%
CCCOC(=O)C(C)n1nnc2sc(-c3ccccc3)cc2c1=O (stereo unspecified)	0%	.	.	.	.	1%	-17%	5%
Cc1ccc(C(=O)NCc2nnc(SCC(=O)Nc3ccccc3)n2C)cc1	1%	9%	14%	-2%	5%	-1%	4%	0%
c1ccn2cc(C34CC5CC(CC(C5)C3)C4)nc2c1	-4%	7%	?	-3%	4%	0%	5%	-1%
Cc1cccc(OCCOCCn2c(-c3ccc(Cl)cc3)nc3ccccc3c2=O)c1C	-3%	.	.	.	.	4%	-8%	?
COc1ccc(COc2cc(-c3cccc(OC)c3)nc3ccc(NC(=O)c4cccnc4)cc23)cc1	-2%&-2%	4%&5%	?	-14%&-6%	-17%	1%&5%	4%&-6%	?
CC1=C(C)C[C@@]23CCCN2C(=O)CCC[C@H]3C1	1%[201 µM]	1%[136 µM]	.	0%[126 µM]	.	1%[201 µM]	-5%[126 µM]	3%[126 µM]
CN(c1ccccc1)S(=O)(=O)c1cccc(NC(=O)Cc2c(F)cccc2Cl)c1	1%	3%	2%	-8%	0%	4%	-7%	?
CCOc1ccc2nc(NC(=O)c3ccc(S(=O)(=O)N4CCOCC4)cc3)sc2c1	-2%	0%	101%	-2%	0%	0%	6%	-15%
c1ccc(COc2ccc(Oc3nc(N4CCCCC4)nc(N4CCOCC4)n3)nn2)cc1	-1%	2%	0%	-5%	-9%[11.4 µM]	-6%	-14%	2%
Cc1ccc2[nH]c(=O)c(CN(Cc3ccc4c(c3)OCO4)Cc3nnnn3Cc3ccco3)cc2c1	0%	-10%	?	-14%	-12%	9%	4%	1%
COCc1nc2ccccc2n1CCOc1cccc(C)c1	0%	.	.	.	.	-8%	-2%	-5%

In another format: results already given.
Second line of a record: TexasRed fluor	RGS12 GoLoco inh	KDM4E inh	RECQ1 inh	L3MBTL1 block	TRb SRC2 PPI	Tau fibril ThT	Tau fibril FP
> CCOc1ccc2nc(NC(=O)c3ccc(S(=O)(=O)N4CCOCC4)cc3)sc2c1
    -2%	0%	101%	-2%	0%	0%	6%	-15%
> c1ccc(COc2ccc(Oc3nc(N4CCCCC4)nc(N4CCOCC4)n3)nn2)cc1
    -1%	2%	0%	-5%	-9%[11.4 µM]	-6%	-14%	2%

Continuation:
SMILES	TexasRed fluor	RGS12 GoLoco inh	KDM4E inh	RECQ1 inh	L3MBTL1 block	TRb SRC2 PPI	Tau fibril ThT	Tau fibril FP
Clc1ccc(-n2nnnc2SCc2cn3ccccc3n2)cc1	1%	18%	5%	i	.	-12%	-9%	-1%
CCOC(=O)c1ccc(NC(=O)CN2C(=O)CC(c3ccc(C)c(C)c3)=Nc3ccccc32)cc1	-7%	.	.	.	.	4%	-6%	?
CCCn1c(N)c(C(=O)CSc2nc(C)cs2)c(=O)n(C)c1=O	-4%	7%	-7%	6%	2%	2%	?	-4%
CCC(Nc1ccc(-c2nc(-c3ccco3)no2)cc1[N+](=O)[O-])c1ccccc1 (stereo unspecified)	-7%	.	.	.	.	4%	-16%	1%
COc1ccc(NC(=O)Nc2nnc(-c3cccs3)s2)cc1	-1%	8%	-5%	-11%	.	2%	.	-6%
O=C(NCc1ccccc1)C1CC(=O)N(c2ccc(OCC(=O)N3CCCC3)cc2)C1 (stereo unspecified)	0%	4%	10%	-4%	-10%	-14%	-2%	-4%
COc1ccc(C2NC(=O)CS2)cc1 (stereo unspecified)	-5%	9%	5%	-4%	3%	-2%	-8%	-6%
CC(=O)OC1c2c(ccc3ccc(=O)oc23)OC(C)(C)C1OC(=O)CC(C)C (stereo unspecified)	-2%&-4%	6%&2%	?	0%&-10%	-1%	-4%&4%	-10%&-3%	4%&-1%
CCOC(=O)C1(Cc2ccc(Cl)cc2)CCN(C(=O)CCc2cnccn2)CC1	-8%	-2%	14%	i	8%	-4%	4%	0%
O=C(CCC(=O)c1ccc(F)cc1)Nc1cccnc1	-3%	5%	-3%	3%	0%	-2%	0%	-2%
CSc1nsc(NC(=O)Cc2ccccc2)n1	-1%	2%	-6%	-1%	.	12%	-1%	1%
O=C(Nc1ccc(CN2CCS(=O)(=O)CC2)cc1)c1ccc(C(F)(F)F)cc1	4%	-1%	-2%	-3%	0%	-4%	-5%	-11%
c1coc(CNc2ncnc3ccccc23)c1	-3%	12%	-12%	8%	-1%	-16%	4%	-6%
Cc1cc(C)cc(OCC(=O)N(Cc2ccc(Cl)cc2)CC2CCCO2)c1 (stereo unspecified)	-5%	.	.	.	.	-4%	-15%	-8%
CC(Sc1nnc(-c2ccco2)o1)C(=O)NCCC1=CCCCC1 (stereo unspecified)	1%	-1%	8%	-6%	3%	1%	-13%	2%
COc1cccc(/C=N/NC(=O)C(=O)N/N=C/c2cccc(OC)c2O)c1O	0%	10%	?	?	?	5%	?	-7%
CCc1ccc(-n2nc(CO)c(C(=O)NCc3ccccn3)n2)cc1	0%	.	.	.	.	0%	-15%	1%
COc1ccc(N2CCN(S(=O)(=O)CCNC(=O)Cc3ccc(-c4ccccc4)cc3)CC2)cc1	?	.	.	.	.	-8%	?	8%
Cc1csc(C(=O)NN)c1N(C)C	0%	10%	18%	-2%	.	3%	.	-7%
CC(c1nccs1)N(C)c1nc2nonc2nc1NC1CC1 (stereo unspecified)	-4%	16%	?	5%	-8%	3%	-14%	-4%
COc1ccc(CN2CN(S(=O)(=O)c3cccs3)c3nc4ccccc4nc32)cc1	0%	4%	?	-1%	-11%	-8%	-4%	-21%
CCc1nc(-c2ccc(C)c(S(=O)(=O)N3CCN(c4ccc(C(C)=O)cc4)CC3)c2)no1	-13%	.	.	.	.	-5%	-1%	9%
COC(=O)c1sc2cc(C(F)(F)F)cnc2c1-c1ccccc1	-1%	-4%	-6%	-3%	20%	3%	-17%	-6%
CCOC(=O)c1sc(NC(=O)C2C3C=CC(C3)C2C(=O)O)nc1C (stereo unspecified)	-7%	0%	-1%	0%	.	-5%	-6%	1%
Cc1cc(S(=O)(=O)N2CCN(c3ccccc3O)CC2)c(C)s1	-7%	1%	-2%	-17%	.	-7%	-14%	?
Cc1ccc(Cn2c(=N)n(CC(O)c3ccco3)c3ccccc32)cc1 (stereo unspecified)	0%	16%	-5%	-2%	.	4%	-6%	2%
COc1ccc(NC(=O)c2cc3c(-c4ccccc4F)nn(C)c3s2)c(OC)c1	-1%	.	.	.	.	2%	?	-3%
CNC(=O)c1c(Br)cnn1-c1ccc(C)cc1	3%	-10%	0%	i	1%	-7%	-11%	-7%
Cc1ccc(-n2nc(C)c(/C=N/NC(=O)c3cccs3)c2Cl)cc1	2%	8%	?	-2%	3%	-22%	-17%	?
Cc1c2cnn(CC(=O)NCCc3ccccc3)c(=O)c2c(C)n1Cc1ccccc1	0%	.	.	.	.	-1%	6%	-3%
CCn1c(SCC(=O)OC)nc2sc3c(c2c1=O)CCC3	-6%	17%	-2%	?	?	-22%	?	2%

Screening results: PubChem BioAssay, National Center for Advancing Translational Sciences (NCATS)
